High-throughput results as filed in PubChem.
12-LOX inh: inhibitors of human 12S-lipoxygenase ALOX12; P18054; purified 12hLO, xylenol orange hydroperoxide absorbance; Potency, µM (series often up to 108 µM), inactives show at the top dose activity change, negative = inhibition, actives largely listed as inhibitors; 580,000 tested, 1.1% active; active = well fitted inhibition curve with a large enough effect; inconclusive = small, poorly fitted or top-dose-only effect, or another doubt; inactive = no such curve, though single readings can be large or run the other way
Target sequence (P18054 whole entry, looked up): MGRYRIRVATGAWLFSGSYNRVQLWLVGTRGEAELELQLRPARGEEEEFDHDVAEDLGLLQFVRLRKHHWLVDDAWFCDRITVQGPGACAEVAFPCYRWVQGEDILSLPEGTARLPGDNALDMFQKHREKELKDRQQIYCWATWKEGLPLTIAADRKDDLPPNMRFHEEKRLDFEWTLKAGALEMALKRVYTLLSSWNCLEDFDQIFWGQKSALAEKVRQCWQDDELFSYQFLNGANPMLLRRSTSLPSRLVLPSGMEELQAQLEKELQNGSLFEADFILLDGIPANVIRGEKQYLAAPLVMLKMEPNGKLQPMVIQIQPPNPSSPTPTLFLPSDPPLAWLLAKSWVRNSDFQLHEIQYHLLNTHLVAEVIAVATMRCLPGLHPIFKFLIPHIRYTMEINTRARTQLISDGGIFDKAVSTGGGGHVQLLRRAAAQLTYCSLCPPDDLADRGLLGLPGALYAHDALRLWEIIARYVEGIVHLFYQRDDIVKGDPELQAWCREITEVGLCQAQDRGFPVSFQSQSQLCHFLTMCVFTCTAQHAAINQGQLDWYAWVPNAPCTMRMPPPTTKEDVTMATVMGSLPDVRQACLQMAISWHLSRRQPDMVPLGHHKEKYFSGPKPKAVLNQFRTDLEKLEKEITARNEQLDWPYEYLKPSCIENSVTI
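Purified human 12hLO (150 nM final) in 25 mM Hepes, 0.01% Triton X-100, pH 7.0 was preincubated 15 min at room temperature with compound. Then 40 uM arachidonic acid was added, 30 min. Hydroperoxide was read by Fe-XO absorbance ratio 573/405 nm.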
Numbers without * were called inactive; ? = inconclusive; [ ] = dose if it differs, or a comment. % is scaled to controls: 0 for no effect and ±100 for the full control effect; potency is read from the fitted curve at half-maximal effect. These rows are one share of the data (hit frequency here may not be typical).

SMILES | 12-LOX inh
O=C(C[C@H]1NC(=O)c2ccccc2NC1=O)NCCc1nc(-c2ccccc2)cs1 | -13%
O=C(O)c1ccccc1C(=O)N1Cc2[nH]cnc2C[C@H]1c1nc(-c2ccncc2)no1 | ?
COCCCNC(=O)CCCN1C(=O)COc2ccc(C(=O)COc3ccc(C)c(C)c3)cc21 | 26%
Cc1cccc(OC[C@H]2C[C@@H](NC(=O)C3CCCC3)[C@H](O)[C@@H]2O)n1 | 2%[176 µM]
COCCNC(=O)[C@@H]1C[C@@H](O)CN1C1CCN(C(=O)c2cccs2)CC1 | 24%
CC(C)NC(=O)c1csc(C(O)c2cccc(N(C)C)c2)n1 (stereo unspecified) | -21%
CC1CCN(C(=O)c2cc3c(s2)CCC(C(=O)NCCCN2CCOCC2)C3)CC1 (stereo unspecified) | -1%
Cc1cccc(NC(=O)C2CC(=O)Nc3ncnn32)c1 (stereo unspecified) | 4%
C[C@H](O)[C@@H]1C(=O)N2CCc3c([nH]c4cccc(-c5ccccc5)c34)[C@@H]2C[C@@H]1N(C)C(=O)Nc1ccccc1 | -4%
COc1cccc(-c2nn(-c3ccccc3)c(OC(C)=O)c2-c2ccc(NC(=O)C3CCCC3)cc2)c1 | -5%
Cc1c(CN2C[C@@H](CO)[C@H](NC(=O)c3ccccc3)C2)cnn1C | 53%[activator]
O=C(O)C[C@@H]1CCN(C(=O)c2ccco2)C[C@@H]1CCN1CCN(c2ccccc2)CC1 | ?
Fc1ccccc1CN1CCC[C@H]1c1nc(-c2ccnc(N3CCOCC3)c2)no1 | 2%[176 µM]
CC(C)(C)S(=O)N1C[C@H]2CC(=O)C=C2[C@@H]1CCO (stereo partly specified) | -14%
Cc1ccc(S(N)(=O)=O)cc1C(=O)N1CCCn2nc(C(C)O)cc2C1 (stereo unspecified) | 41%[activator]
Cc1ccc(CNC(=O)c2cc3cn(C(C)C)cc3s2)cc1 | ?
COc1ccc(-n2ccnc2CN(C)Cc2cc(C(C)C)on2)cc1 | 1%
COc1ccc([C@H]2C[C@@H](O)[C@@H](O)[C@@H]2NCc2cn(C)c3ccccc23)cc1 | 40µM*
Cn1cnc(S(=O)(=O)N2CCCC(C(=O)NCCC3=CCCCC3)CCNC(=O)CC2)c1 (stereo unspecified) | 28%
COc1ccc(-c2nccn2C2CCC(N)CC2)c(Cl)c1OC (stereo unspecified) | 34%
CC(C)(C)CC(=O)N1CC[C@H]2CC(=O)N(Cc3cccnc3)CC[C@H]2C1 | 62%[176 µM]
Cc1cccc(C(=O)N2CCCCCCNC(=O)[C@@H]3C[C@@H](C(=O)N4CCc5ccccc5C4)C[C@@H]32)c1 | 4%
COCCNC(=O)C[C@@H]1c2nc(NC(=O)CC(C)(C)C)sc2C[C@@H]2[C@](C)(CO)[C@H](O)CC[C@]21C | 0%
NC[C@H]1O[C@H](O[C@H]2[C@H](O[C@@H]3O[C@H](CO)[C@@H](O)[C@H]3O)C(O)[C@H](N)C[C@@H]2N)[C@H](N)[C@@H](O)[C@@H]1O (stereo partly specified) | -15%[6.33 µM]
COc1cccc(C2CCN(C(=O)c3cn(CCc4ccccc4)nn3)C2)c1OC (stereo unspecified) | 36%[activator]

(further entries)
SMILES | 12-LOX inh
CN(CC1CCOC1)C(=O)NC1CCCC1 (stereo unspecified) | 41%[activator]
CC(C)CCN1CCC(N2CCN(Cc3cccnc3)CC2)C1=O (stereo unspecified) | 3%
COc1cc(C(=O)NC2CCCc3c2[nH]c2ccccc32)cc(OC)c1OC (stereo unspecified) | 35µM*
COc1ncccc1-c1nccc2c(=O)cc(-c3ccncc3)oc12 | -6%[176 µM]
CCCC1c2nccn2CCCN1C(=O)c1cccn1C (stereo unspecified) | 11%
COc1ccccc1N1CCN(C(=O)c2ccc3c(c2)C(O)CCCCCN3C)CC1 (stereo unspecified) | 20%
O=S(=O)(N[C@@H]1CCOC[C@H]1OCc1ccccn1)c1ccc(F)cc1 | -29%
Cc1ccc(CN2CCC3(CC2)COc2ccccc2CN3)cc1 | 16%[176 µM]
CN(C)C(=O)C1CCc2nnc(-c3ccc(Cl)nc3)n21 (stereo unspecified) | 1%[12.5 µM]
COc1ccc(C(=O)NC[C@H]2O[C@@H](CC(=O)N3CCN(c4ccccn4)CC3)[C@H](O)[C@@H]2O)cc1 | 27%
CCOC(=O)C1(Cc2ccc(Cl)cc2)CCN(C(=O)c2cc(C)oc2C)CC1 | ?
N#Cc1cccc(CN[C@H]2[C@H](O)[C@H](O)C[C@@H]2c2cccnc2)c1 | -11%[176 µM]
Cc1onc(-c2ccccc2)c1C(=O)NCC1CCN(C(=O)C(=O)c2cccs2)CC1 | -94%
O=C(CC[C@H]1NC(=O)c2ccccc2NC1=O)NCCc1ccccn1 | 109%[activator]
COC(=O)c1cn([C@H]2CO[C@H]3[C@@H]2OC[C@@H]3NCc2ccco2)nn1 | 13%[176 µM]
c1coc(-c2nnc([C@H]3CCN(Cc4cccs4)C3)o2)c1 | 11%[176 µM]
O=C(NC1C[C@H]2CC[C@@H](C1)N2C(=O)c1ccc(OC(F)(F)F)cc1)c1ccncc1 (stereo partly specified) | 43%[activator]
COc1cccc(-c2cc3c(=O)n(CCNC(=O)c4c(F)cccc4F)ccn3n2)c1 | 42%[activator]
O=c1[nH]c(C2CCCN(Cc3ccc(Cl)cc3)C2)nc2ccc(F)cc12 (stereo unspecified) | 20%
CN1CC(=O)N(C2CCNCC2)Cc2c(NCCCc3ccccc3)ncnc21 | ?
CCn1cc(S(=O)(=O)N2CCC3(CC2)CC(OC)CCO3)cn1 (stereo unspecified) | 18%
CC(C)C(=O)Nc1ccc(C2(C(=O)N3CCN(c4ccccc4)CC3)CCCCC2)cc1 | 38%
c1ccc2oc(CN3Cc4[nH]cnc4C[C@H]3c3nc(-c4ccc5c(c4)OCO5)no3)cc2c1 | 49%
COCC(=O)N1CC[C@]2(O)CCN(C(=O)c3ccn(C)c3C)C[C@@H]2C1 | 40%
CC(C)c1cnc(-c2ccccc2)[nH]1 | 9%[12.5 µM]

The closing six compounds of the section before come first, to join the parts.
SMILES | 12-LOX inh
CN1CC(=O)N(C2CCNCC2)Cc2c(NCCCc3ccccc3)ncnc21 | ?
CCn1cc(S(=O)(=O)N2CCC3(CC2)CC(OC)CCO3)cn1 (stereo unspecified) | 18%
CC(C)C(=O)Nc1ccc(C2(C(=O)N3CCN(c4ccccc4)CC3)CCCCC2)cc1 | 38%
c1ccc2oc(CN3Cc4[nH]cnc4C[C@H]3c3nc(-c4ccc5c(c4)OCO5)no3)cc2c1 | 49%
COCC(=O)N1CC[C@]2(O)CCN(C(=O)c3ccn(C)c3C)C[C@@H]2C1 | 40%
CC(C)c1cnc(-c2ccccc2)[nH]1 | 9%[12.5 µM]
CC(C)c1ccccc1NC(=O)Cn1ccn2nc3c(c2c1=O)CCCCC3 | 42%
CCCn1c(C)cnc1CC1CCN(C(=O)C2CC2)C1 (stereo unspecified) | -4%
COc1ccc(C2Cn3nnc(C(=O)N4CCC(C(=O)NC5CCCCCCC5)CC4)c3CO2)cc1 (stereo unspecified) | -4%
O=C(CCn1ccn2nc3c(c2c1=O)CCCC3)Nc1cccc(OC(F)(F)F)c1 | 12%
CCOc1cc(=O)n2c(c1C(=O)NCc1ccccc1)CCCCC2 | 7%
Cc1cc(=O)n(CC(=O)N[C@H](c2ccccn2)C2CC(O)C2)nc1C (stereo partly specified) | 22%
O=C(NCCc1ccccc1)Nc1cccc(-c2ccc(N3CCCCC3)nn2)c1 | 40%[activator]
Cc1cc(CN2C[C@@H](CO)[C@H](NC(=O)C3CC3)C2)n(C)n1 | 46%[activator]
O=C1NC2(CCN(Cc3ccsc3)CC2)Oc2ccccc21 | ?
COc1ccc(-c2noc([C@@H]3CCCN3C3CCCCC3)n2)cn1 | 20%[176 µM]
O=C(c1ccccc1F)N1CCCC2(CC(c3cccnc3)=NO2)C1 (stereo unspecified) | 2%[6.33 µM]
COc1ccccc1-c1ccc2ncc(Nc3ccc4c(c3)OCO4)n2n1 | 46%[activator][176 µM]
O=C(COc1ccc(-c2nnc3n2CCCC3)cc1)N1CCN(c2ccccc2F)CC1 | 37%[activator]
COc1cccc(NC(=O)NC[C@H]2O[C@@H](CO)[C@@H](O)[C@H]2N2CCN(c3ccccc3OC)CC2)c1 | 18µM*
O=C(Nc1ccccc1)N1CCc2nnc(C3CC3)n2CC1 | 23%
CCn1ccc(C(=O)N2C[C@@H]3CCCN4CCC[C@@H]([C@H]34)[C@H]2CCCC(=O)Nc2ccccc2)n1 | 34%[activator]
CNC(=O)[C@@H]1CN(C(=O)c2n[nH]c3ccccc23)C[C@H]1c1nc(C)no1 | 18%
COCc1nc(C2CCCN(C(=O)c3ccc(OC)nc3OC)C2)no1 (stereo unspecified) | 9%
CNC(=O)c1cc(-c2ccccc2F)cc2c1OCCN2Cc1cccnc1 | ?
CCc1noc(-c2cccn3c(CNC(=O)c4cccc(C)c4)nnc23)n1 | 87%[activator]
O=C(N[C@H]1CO[C@H]2[C@@H]1OC[C@@H]2n1cc(CC2CCCCC2)nn1)C1CC1 | 37%[activator][176 µM]
COC1CCN(C(=O)C(C)(C)Oc2nn(CCOc3ccccc3)c3ccccc23)CC1 | ?
Cc1nn(C)c2nc(NCCC(=O)N3CCCC3)sc12 | 8%
O=C(NC1CCCCC1)N[C@H]1CO[C@H]2[C@@H]1OC[C@@H]2n1nnnc1-c1ccc2c(c1)OCO2 | 45µM*
CCS(=O)(=O)Nc1ccc(C)n(CC(=O)N2CCN(CC(C)C)CC2)c1=O | -1%

Continuation:
SMILES | 12-LOX inh
O=C(c1cccnc1OC1CCN(Cc2ccccn2)C1)N1CCOCC1 (stereo unspecified) | 85%[activator]
Cn1ccc2ccc(-c3nc(C4CCOC4)no3)cc21 (stereo unspecified) | 34%[activator]
CC(C)c1noc(CC2CCN(C(=O)c3ccccn3)CC2)n1 | 20%
Cc1cc(=O)n(CC(=O)NCc2cccs2)c(N(C)Cc2ccccc2)n1 | 31%
Cc1cnc(C(=O)N2CCCN(C(=O)C3CC3)C(c3ccccc3)CC(=O)NCC2)cn1 (stereo unspecified) | 72%[activator]
COCCCNc1nc(-c2cccnc2)nc2c1CNC2 | 14%
CCc1ocnc1C(=O)N1CCC(C2CCN(Cc3cccc(F)c3F)CC2)C1 (stereo unspecified) | 64%[activator]
CCOc1cccc(CN2CC(Oc3ccc(-c4noc(COC)n4)cc3)C2)c1 | 2%
O=C(C1CCC1)N1CCCC1c1nc(C2CCOCC2)no1 (stereo unspecified) | 6%
COC[C@@H]1CN(C(=O)c2ncoc2-c2cccc(C)c2)C[C@H]1C(N)=O | 39%
O=C(NC1CCN(c2cc(-c3ccc(F)cc3)[nH]n2)C1)c1cc(Cl)ccc1F (stereo unspecified) | -9%
COc1cccc(S(=O)(=O)N2C[C@@H](F)C[C@H]2C(=O)N2CCc3ccccc3C2)c1 | 1%
CCc1nc([C@H]2CN(C)C[C@@H]2C(=O)NCC23CCCN2CCC3)c(C)[nH]1 | 5%
COc1ccc(CN2C[C@H]3CN(C(=O)CC(C)(C)C)CCN3C2=O)cc1 | -9%[176 µM]
Cc1ccc(C)c(C(=O)N2CCC3(CC2)N(C)C(=O)CS3(=O)=O)c1 | 33%
O=C(CCC[C@H]1NC[C@@H]2C[C@H]1CN(Cc1ccccc1)C2)NCc1ccccn1 | 43%[activator]
CO[C@@H]1CO[C@H]2[C@@H]1OC[C@@H]2NC(=S)Nc1ccc(Cl)cc1 | 79µM*
Cc1cccc(-c2cccc3c4c([nH]c23)[C@@H]2C[C@H](N(C)C(=O)Nc3ccccc3)[C@H]([C@H](C)O)C(=O)N2CC4)c1 | -19%
COc1ccc(C(=O)NC2CCN(C(=O)c3cc4c(=O)[nH]c(C)cn4n3)CC2)cc1 | 58%[activator]
Clc1cccc(CN2CC[C@H](c3nc4ncccc4[nH]3)C2)c1 | 14%[176 µM]
CCCCCCc1cc2cc(-c3nnc(-c4cccc(OC)c4)o3)c(=O)oc2cc1O | -12%
Cc1ccc(OCC(=O)c2ccc3c(c2)N(CCCC(=O)N2CCCC2)C(=O)CO3)cc1C | 19%
C[C@@H](NC(=O)C1=C[C@@H](NC(=O)Cc2cccs2)[C@@H](O)[C@H](O)C1)C(N)=O | -2%[176 µM]
Cc1ccc(C(=O)N(C)CC2CCOC2)cc1 (stereo unspecified) | 37%
Fc1ccc(-c2noc(-c3nc(-c4ccncc4)no3)n2)cc1F | 16%
CN(C)S(=O)(=O)N1CCC(C(=O)N2CCCCCCNC(=O)CC2)CC1 | 33%
CCC1Oc2ccc(NC(=O)c3c(F)cccc3F)cc2CN(Cc2ccc3c(c2)OCO3)C1=O (stereo unspecified) | -27%
Cn1c(Cn2cccn2)nnc1C1CC(NC(=O)CN2CCCCCCC2)C1 (stereo unspecified) | 1%
COCCCNC(=O)CCc1ccc2c(c1)CN(C(=O)NC(C)C)CCO2 | 37%[activator]
O=C(NC1CC1)[C@@H]1C[C@H](Oc2cccnc2)CN1C(=O)Cc1cccc(F)c1 | 43%[activator]

Quoted from the listing:
O=C(c1ccccc1F)N1CCCC2(CC(c3cccnc3)=NO2)C1 (stereo unspecified) | 12-LOX inh = 2%[6.33 µM]
Cn1cnc(S(=O)(=O)N2CCCC(C(=O)NCCC3=CCCCC3)CCNC(=O)CC2)c1 (stereo unspecified) | 12-LOX inh = 28%
Cn1c(Cn2cccn2)nnc1C1CC(NC(=O)CN2CCCCCCC2)C1 (stereo unspecified) | 12-LOX inh = 1%
O=C(c1cccnc1OC1CCN(Cc2ccccn2)C1)N1CCOCC1 (stereo unspecified) | 12-LOX inh = 85%[activator]
O=C(CCn1ccn2nc3c(c2c1=O)CCCC3)Nc1cccc(OC(F)(F)F)c1 | 12-LOX inh = 12%
Cc1cc(=O)n(CC(=O)N[C@H](c2ccccn2)C2CC(O)C2)nc1C (stereo partly specified) | 12-LOX inh = 22%
